Assay outcomes deposited in PubChem BioAssay by National Center for Advancing Translational Sciences (NCATS).
PI5P4K alpha inh = qHTS for Inhibitors of phosphatidylinositol 5-phosphate 4-kinase (PI5P4K); Phosphatidylinositol 5-phosphate 4-kinase type-2 alpha (Homo sapiens), P48426; PI5P4Kalpha enzyme, ADP-Glo luminescence, 60 min; stronger effect = lower value; max response, %; actives 1.2% (n = 330,000); AID 652105, 2013; active means max response of -50% or lower; inconclusive means between -30% and -50%; inactive means -30% or higher; further: value at the top dose of about 77 µM; on the % scale 0 is the no-effect control and ±100 the full control effect
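PI5P4Kalpha ADP-Glo assay; 5 microM ATP final; 60 min RT reaction; HEPES pH 7.4/EGTA/CHAPS, 5% DMSO; controls lacking substrate or enzyme; luminescent end-point.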
EPAC1 agonist = qHTS for Agonist of cAMP-regulated guanine nucleotide exchange factor 3 (EPAC1): primary screen | actives 0.073% (n = 360,000) | Potency, µM (titrated, usually from 154 µM), inactives show top-dose activation, most hits filed as activators | EPAC1 agonist qHTS, biochemical assay; response scale: 100% = response to 6.5 mM cAMP | Rap guanine nucleotide exchange factor 3 (Homo sapiens), O95398; further: potency means the concentration at half of the fitted maximal effect; nearly all actives have a fitted effect of over 60% in size
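Nucleotide exchange assay: 100 nM EPAC1 with 250 nM Rap1B loaded with BODIPY-GDP and 50 uM GDP, room temperature. Fluorescence (480/540 nm) read every 5 min for 30 min; signal change normalized to 6.5 mM cAMP as full agonist.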
FUS suppressor = qHTS for Suppressors of FUS Proteinopathy: Primary screen using FUS-linked yeast assay; Potency, µM (doses to about 76.6 µM), for the others: at the highest dose growth rescue (activation), actives largely listed as activators; AID 1347120, 2019; actives 0.24% (n = 390,000); S. cerevisiae FUS-expressing, growth rescue, OD600, 24 h;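 further: potency means the concentration at half of the fitted maximal effect; plate controls were DMSO vehicle for no effect and reference control for full effect; nearly all actives have a fitted effect of over 55% in size; some results filed as inactive show a strong effect at the top dose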
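Quantitative HTS measuring growth restoration of FUS-toxic yeast. Galactose-induced cells (OD 0.005) were exposed 24hr at 30C to compounds at several concentrations, then absorbance at 600 nm was recorded.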
PLK1 PBD inh = qHTS for Inhibitors of PLK1-PDB (polo-like kinase 1 - polo-box domain): Primary Screen; Potency, µM, for inactives: max response, negative = inhibition, most hits filed as inhibitors; actives 2.8% (n = 360,000); Plk1 PBD binding of FITC phosphopeptide, fluorescence polarization; further: potency means the concentration at half of the fitted maximal effect; series mostly up to about 57 µM; on the % scale 0 is the no-effect control and ±100 the full control effect; nearly all actives have a fitted effect of over 65% in size
IL2 activator = qHTS of IL-2 Activators; IL-2 activation reporter assay, cell-based qHTS; stimulated with anti-CD3/CD4/CD28 beads; in transgenic mouse T cells; activation, % (series mostly up to about 46 µM); actives 0.065% (n = 360,000); AID 652025, 2013; in the data active means activation above about 50%; inconclusive means mostly about 30% to 49%; further: 0% is about no effect
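EGFP and DsRed fluorescence is measured by plate cytometry in unstimulated transgenic mouse T cells exposed to compound for 60 minutes, then stimulated 18 hours at 37 degrees C with anti-CD3/anti-CD4 beads plus anti-CD28.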
Abeta yeast res = qHTS for compounds that reverse cellular toxicity of Amyloid beta (A-beta) peptide in yeast: Primary Screen | yeast expressing A-beta42, growth rescue, OD600, 48 h; response scale: 0% DMSO, 100% iron-clioquinol control | Potency, µM (series often up to 46.1 µM), for the others: at the highest dose growth rescue, hits mostly activators | actives 0.063% (n = 410,000); further: potency means the concentration at half of the fitted maximal effect; nearly all actives have a fitted effect of over 55% in size
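Yeast A-beta toxicity model in growth medium with pinned compounds, 48 h at 30 C; growth read as absorbance at 600 nm. Normalized to FeCl3/clioquinol equimolar mix (positive) and DMSO (negative).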
WRN inhibitor = qHTS for Inhibitors of WRN Helicase. Bifunctional 3'-5' exonuclease/ATP-dependent helicase WRN (Homo sapiens), Q14191. WRN helicase unwinding, fluorescent forked duplex, kinetic. Potency, µM (highest dose often 114 µM), without a hit: at the highest dose activity change, negative = inhibition, most hits filed as inhibitors. actives 0.46% (n = 360,000). AID 651768, 2012; further: potency means the concentration at half of the fitted maximal effect; on the % scale 0 is the no-effect control and ±100 the full control effect; nearly all actives have a fitted effect of over 55% in size
Target sequence (Q14191 whole entry, looked up): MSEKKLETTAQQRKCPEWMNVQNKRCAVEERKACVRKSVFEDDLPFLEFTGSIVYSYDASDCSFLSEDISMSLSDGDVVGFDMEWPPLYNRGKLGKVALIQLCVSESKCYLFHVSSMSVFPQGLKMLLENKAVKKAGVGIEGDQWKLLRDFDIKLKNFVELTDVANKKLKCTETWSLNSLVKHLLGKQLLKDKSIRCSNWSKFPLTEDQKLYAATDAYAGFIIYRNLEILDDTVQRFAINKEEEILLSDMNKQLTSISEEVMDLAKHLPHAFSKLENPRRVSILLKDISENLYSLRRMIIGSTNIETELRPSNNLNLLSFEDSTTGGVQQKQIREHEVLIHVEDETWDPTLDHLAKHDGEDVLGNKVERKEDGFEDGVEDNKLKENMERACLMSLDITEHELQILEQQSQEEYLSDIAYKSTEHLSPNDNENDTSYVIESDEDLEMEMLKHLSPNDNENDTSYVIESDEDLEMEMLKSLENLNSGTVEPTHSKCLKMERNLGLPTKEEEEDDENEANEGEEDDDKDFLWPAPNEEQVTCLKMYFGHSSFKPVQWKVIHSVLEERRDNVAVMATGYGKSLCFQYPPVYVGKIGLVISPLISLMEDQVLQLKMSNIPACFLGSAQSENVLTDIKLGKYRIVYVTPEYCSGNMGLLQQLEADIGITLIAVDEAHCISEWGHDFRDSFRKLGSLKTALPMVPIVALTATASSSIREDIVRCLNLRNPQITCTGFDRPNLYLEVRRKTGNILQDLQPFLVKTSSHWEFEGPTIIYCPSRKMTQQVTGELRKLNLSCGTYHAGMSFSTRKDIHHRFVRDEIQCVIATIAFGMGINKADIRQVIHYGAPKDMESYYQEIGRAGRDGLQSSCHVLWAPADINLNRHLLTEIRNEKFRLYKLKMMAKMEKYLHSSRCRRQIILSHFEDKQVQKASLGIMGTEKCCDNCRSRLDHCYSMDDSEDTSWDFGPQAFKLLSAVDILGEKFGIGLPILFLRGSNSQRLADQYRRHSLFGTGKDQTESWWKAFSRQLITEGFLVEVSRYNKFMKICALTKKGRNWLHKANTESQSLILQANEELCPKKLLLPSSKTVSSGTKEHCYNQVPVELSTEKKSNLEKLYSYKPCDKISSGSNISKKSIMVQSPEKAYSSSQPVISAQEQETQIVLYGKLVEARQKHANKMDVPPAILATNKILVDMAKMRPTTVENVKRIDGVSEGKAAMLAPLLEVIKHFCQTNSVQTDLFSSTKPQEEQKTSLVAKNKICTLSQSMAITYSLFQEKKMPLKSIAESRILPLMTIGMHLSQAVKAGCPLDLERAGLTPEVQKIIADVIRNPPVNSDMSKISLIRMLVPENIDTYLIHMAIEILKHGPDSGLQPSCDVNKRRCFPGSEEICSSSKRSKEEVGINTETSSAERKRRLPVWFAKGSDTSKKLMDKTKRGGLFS
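Enzyme (20 nM final) and test compound sit together 15 min at room temperature before substrate addition. Substrate is a single-forked duplex oligonucleotide (100 nM) labelled with fluorophore and quencher, with 2 mM ATP; helicase unwinding raises red fluorescence, read kinetically.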
EPAC1 antag = qHTS for Antagonist of cAMP-regulated guanine nucleotide exchange factor 3 (EPAC1): primary screen. Rap guanine nucleotide exchange factor 3 (Homo sapiens), O95398. Potency, µM (doses to about 115 µM), for inactives: at the highest dose activity change, negative = inhibition, most hits filed as inhibitors. EPAC1 GEF assay, Rap1b-BODIPY-GDP exchange fluorescence. actives 0.14% (n = 360,000);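 further: potency means the concentration at half of the fitted maximal effect; plate controls were vehicle for no effect and positive control for full effect; nearly all actives have a fitted effect of over 50% in size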
* marks the source's active call; other numbers are inactive results; ? = inconclusive; · = not tested or not shown; [ ] = remark or other dose. Unless noted, the call rests on the fitted dose curve; in most records, active means well fitted curve in the direction sought with a large enough effect; inconclusive means small, poorly fitted or top-dose-only effect, or another doubt; inactive means no such curve, though single readings can be large; an effect the other way counts as inactive or inconclusive.

SMILES	PI5P4K alpha inh	EPAC1 agonist	FUS suppressor	PLK1 PBD inh	IL2 activator	Abeta yeast res	WRN inhibitor	EPAC1 antag
CN(Cc1cnn(C)c1)C(=O)C1CCC(=O)N(Cc2ccc(Cl)cc2)C1 (stereo unspecified)	-6	8%	·	-3%	-0.6	4%	0%	-5%
COc1ccccc1N1CCN(c2ccc3c(c2)S(=O)(=O)c2cccc(C(=O)NCC4CC4)c2C3=O)CC1	-2	-39%[inhibitor]	?	-2%	-3.0	2%	-4%	22µM*
O=C(COC(=O)C1CC1)Nc1ccc(Cl)cn1	-6	5%	-9%	-5%	0.9	-11%	-9%	-7%
CCc1nc(NCCCCCO)c2nnn(Cc3ccccc3F)c2n1	5	3%	8%	-2%	0.0	-16%	12%	13%
CN1CCN(S(=O)(=O)c2ccc(Nc3cccc(Cl)c3)c([N+](=O)[O-])c2)CC1	2	16%	4%	-5%	1.6	18%	-1%	-8%
O=C(c1cc(S(=O)(=O)N2CCOCC2)ccc1F)N(Cc1nnc(-c2ccccc2Cl)o1)C1CC1	4	5%	13%	-5%	-3.4	27%	0%	7%
COc1ccc(N2CCN(CCC(N)=O)CC2)cc1	-3	4%	-22%	-5%	-0.1	12%	5%	-1%
COc1ccc(C2=Nn3c(nnc3-c3ccccc3OC)SC2)cc1OC	-2	-2%	·	-5%	-0.4	18%	-35%	2%
CCCc1nn(-c2cc(Cl)ccc2OC)c2c1C(=O)CCC2	-11	-2%	4%	1%	-4.6	-13%	-4%	-6%
CC(Oc1ccc2ccccc2c1)C(=O)NNC(=O)Nc1ccccc1F (stereo unspecified)	1	4%	-2%	-10%	-3.5	-9%	1%	-13%
COc1ccc(/C=C/C(=O)c2ccccn2)cc1	-17	0%	24%	-12%	-0.3	-13%	4%	-6%
COC(=O)c1sc(NC(=O)c2cc(-c3ccccc3)nc3ccccc23)c(C#N)c1C	?	3%	-20%	2.7µM*	0.4	8%	?	-2%
NC1=NC(=O)/C(=C/c2ccccc2OS(=O)(=O)c2ccc3ccccc3c2)S1	-19	5%	·	-8%	-1.6	4%	-1%	2%
COc1cc2c(cc1OC)C(c1cccc([N+](=O)[O-])c1)N(C(=O)CCC(=O)O)CC2 (stereo unspecified)	-1	0%	-8%	-13%	3.9	2%	-7%	?
O=[N+]([O-])c1cccc(-c2cn(-c3ccccc3)c(=S)[nH]2)c1	-16	13%	20%	-10%	-0.6	-8%	2%	-27%
Cc1c(-c2ccccc2)nc(N)c(C#N)c1-c1cccnc1	-1	-5%	-1%	4%	2.1	18%	-1%	1%
Cc1ccc(NC(=O)CN2C(=O)NC3(CCCCC3)C2=O)cc1S(=O)(=O)N1CCOCC1	-5	-3%	·	-2%	-2.3	-9%	2%	-8%
Cc1ccc(C(=O)NCCSCc2ccc(Cl)cc2Cl)cc1[N+](=O)[O-]	8	4%	?	?	-2.1	?	-10%	-5%
CCCn1c(C)cc(/C=C(\C#N)C(=O)OCC(=O)Nc2cccc(S(N)(=O)=O)c2)c1C	-24	5%	?	-8%	0.7	-11%	1%	-7%
O=C(Nn1c(-c2ccncc2)nc2ccccc2c1=O)c1ccc(Br)cc1	-1	-1%	3%	-1%	0.1	-11%	-23%	-18%
COc1ccc2[nH]c(=O)c(CN(Cc3ccccc3)C(=S)NCC3CCCO3)cc2c1 (stereo unspecified)	5	2%	-4%	-6%	-4.1	0%	-14%	-9%
COc1cc(NC(=O)c2noc3c2CCCC3)c(OC)cc1Cl	·	12%	6%	-8%	-4.3	-12%	3%	3%
CCOc1ccc(S(=O)(=O)Nc2cnc3ccccc3c2)cc1	0	-5%	-13%	1%	-0.2	7%	5%[57.1 µM]	-26%
Cc1ccc(Nc2ncnc3c2cnn3C)c(C)c1	-25	10%	22%	-6%	0.6	-1%	-36%	0%
CC(=O)Nc1nc2n(n1)C(c1ccc(Cl)cc1)C=C(C)N2 (stereo unspecified)	-7	-1%	4%	-7%	0.3	-6%	-4%	-1%

2 compounds picked at random from those above:
SMILES	PI5P4K alpha inh	EPAC1 agonist	FUS suppressor	PLK1 PBD inh	IL2 activator	Abeta yeast res	WRN inhibitor	EPAC1 antag
CC(=O)Nc1nc2n(n1)C(c1ccc(Cl)cc1)C=C(C)N2 (stereo unspecified)	-7	-1%	4%	-7%	0.3	-6%	-4%	-1%
COc1cc(NC(=O)c2noc3c2CCCC3)c(OC)cc1Cl	·	12%	6%	-8%	-4.3	-12%	3%	3%

Remaining list, next part
SMILES	PI5P4K alpha inh	EPAC1 agonist	FUS suppressor	PLK1 PBD inh	IL2 activator	Abeta yeast res	WRN inhibitor	EPAC1 antag
COc1cc(N2C(=O)CSC23C(=O)Nc2ccccc23)cc(OC)c1OC (stereo unspecified)	-1	7%	19%	-4%	-0.9	4%	0%	13%
O=C(O)c1cccc(N/N=C/c2ccc(OC(F)(F)F)cc2)c1	5	-4%	12%	-24%	-1.3	-68%[inhibitor]	-6%	-6%
COc1ccc(CCNC(=S)N(C)C)cc1OC	3	0%	-17%	-11%	-1.7	7%	3%	3%
N#Cc1cncc(-c2ccc3c(c2)OCCOCCOCCOCCOCCO3)n1	-14	0%	21%	-20%	-3.4	-9%	5%	?
O=C(Cc1ccccc1Cl)c1ccccc1	-1	8%	0%	-2%	2.5	16%	-8%	-25%
CS(=O)(=O)c1ccc(C(=O)OCC(=O)NC(=O)C2CCCCC2)cc1[N+](=O)[O-]	1	-9%	2%	-29%	-1.0	-24%	?	-29%
CC1CCC/C(=C\Nc2ccc(C(=O)O)cc2)C1=O (stereo unspecified)	7	3%	15%	-8%	0.2	-5%	-6%	10%
C[C@@H]1O[C@@H](O[C@H]2[C@H](O)[C@@H](O)[C@H](Oc3c(-c4ccc(O)c(O)c4)oc4cc(O)cc(O)c4c3=O)O[C@@H]2CO)[C@H](O)[C@H](O)[C@H]1O	-18	-10%	-17%	-1%	-0.2	-11%	-16%	-2%
CCCCN(C(=O)c1ccc(C)o1)c1c(N)n(CC(C)C)c(=O)[nH]c1=O	-6	-1%	11%	-5%	0.8	1%	-2%	-18%
O=C(CCCSc1nc2ccccc2[nH]1)NCc1ccccc1Cl	9	-1%	·	-5%	0.2	?	-8%	-1%
Cc1ccc(-n2c(C)cc(C)c(C#N)c2=O)cc1	0	0%	-8%	-7%	-1.7	9%	6%	-1%
Cc1c(C(=O)Nc2ccccc2C(=O)N2CCOCC2)cccc1[N+](=O)[O-]	2	-4%	·	-3%	-2.1	-6%	3%	5%
Cc1cc(C)c(C(=O)c2ccc(C(=O)N(C(C)C)C(C)C)cc2)c(C)c1	·	16%	50%	-11%	-2.8	-40%[inhibitor]	-16%	-17%
O=C1[C@H]2[C@H](C=CC[C@H]2C(=O)N2CCOCC2)CCN1Cc1ccccc1	9	1%	-23%	-16%	0.1	2%	5%	-2%
O=C(Nc1ccccc1C(=O)Nc1ccc(Br)cn1)c1cccc([N+](=O)[O-])c1	-2	2%	-15%	-2%	0.4	-18%	5%	2%
CC(C)(C)c1ccc(/C=C/C(=O)c2ccc(NC3=NCCCS3)cc2)cc1	0	17%	?	-16%	-0.8	-18%	-14%	-9%
CCOC(=O)c1ccc(COC(=O)c2cc(=O)[nH]c3ccccc23)o1	0	2%	·	0%	2.2	-1%	-8%	-25%
Fc1ccccc1N1CCN(CC2CC3C=CC2C3)CC1 (stereo unspecified)	·	3%	-15%	-7%	-0.2	-9%	1%	-7%
Cc1c(O[C@@H]2O[C@H](CO)[C@@H](O)[C@H](O)[C@H]2O)ccc2c1oc(=O)c1ccccc12	2	9%	-26%	-11%	1.0	-4%	14%	-29%
O=C(c1cc2cc(Cl)ccc2oc1=O)N1CCCC1	-3	-2%	10%	-4%	0.6	-9%	8%	-5%
O=C1C=C(NCc2ccccc2)c2ccccc2C1=O	2	-8%	2%	?	-4.4	15%	?	?
COC(=O)/C=C1/S/C(=N/NC(=O)c2ccc(OC)cc2)NC1=O	-5	1%	-9%	-13%	-2.2	15%	1%	-22%
CCCCCCOC(=O)CCn1[nH]c(=O)c2ccccc2c1=O	2	-7%	28%	-9%	-1.8	-59%[inhibitor]	7%	8%
Cc1nn(-c2ccccc2)c2c1C(=O)N(c1ccccc1)C(=O)C(C)(C)C2	-3	4%	?	-8%	0.2	-2%	-14%	0%
COc1cccc(CNCCOCCO)c1OC	4	0%	-7%	-6%	0.8	-9%	7%	0%

(list continues)
SMILES	PI5P4K alpha inh	EPAC1 agonist	FUS suppressor	PLK1 PBD inh	IL2 activator	Abeta yeast res	WRN inhibitor	EPAC1 antag
COc1ccc(S(=O)(=O)N2CCCCC2)cc1NC(=S)Nc1ccccc1	-8	11%	·	-3%	2.2	-2%	-9%	-6%
CC(C)C(=O)Nc1cc(-c2nc3ncccc3o2)ccc1Cl	3	-4%	1%	-8%	1.6	4%	-19%	-5%
CSc1ccccc1OCc1cc(C(=O)NCCC2CCCCO2)no1 (stereo unspecified)	-6	-5%	·	0%	-3.0	-6%	-8%	2%
Cc1cc(NC(=O)C2CC(c3ccc(F)cc3)=NO2)no1 (stereo unspecified)	-9	-12%	-14%	-4%	-0.4	15%	1%	-6%
COc1ccc(C(=O)O)cc1Nc1cc(C)nc2ncnn12	-24	-21%	-26%	0%	3.6	-3%	-5%	11%
O=C(CC(C(=O)O)N1CCOCC1)Nc1ccc(Cl)cc1 (stereo unspecified)	·	-7%	12%	0%	1.0	10%	6%	13%
COc1ccccc1NC(=O)COc1ccc(Br)cc1CNC1CCCC1	5	18%	13%	-7%	0.5	-5%	3%	10%
Cc1[nH]c2ccccc2c1SCC(=O)O	-3	-6%	-10%	-7%	0.4	?	9%	1%
COCCNc1ccc([N+](=O)[O-])cc1C(=O)Nc1cccc(C)n1	5	-8%	9%	-6%	0.2	-42%[inhibitor]	1%	-4%
CC(C)(C)c1cc(C(=O)NNc2cccc(Cl)c2)n(Cc2ccccc2)n1	3	9%	?	2%	-5.0	5%	-6%	-18%
CN(CCc1ccccn1)C(=O)CCc1nnc(CCCc2ccccc2)o1	-8	10%	-17%	-5%	-2.3	0%	-1%	-17%
